Source: PubChem
Bcl-B displacement: displacers of TR3 peptide from Bcl-B, primary screen, selectivity assay for Bfl-1 inhibitor project, biochemical, fluorescence polarization | FP displacement of FITC-TR3 peptide from Bcl-B; higher % means a stronger effect | 0.11% of 96,000 active | displacement, % at 20 µM, or IC50 in µM where a hit was titrated;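 active means displacement above 50% at 20 µM plus a fluorescence interference ratio under 1.5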;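 further: plate controls were wells without compound for no effect and wells lacking Bcl-B protein for full effect; a part of the inactive calls stands beside numbers as strong as those of hits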
IL1B NFkB inh: blocks IL-1B driven NFkB nuclear translocation in HUVEC cells; 0.43% of 94,000 active; inhibition, % at 2 µM; HUVEC IL-1B NFkB p65 nuclear translocation imaging;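 active means inhibition above about 30% together with a positive call from visual inspection of the well image, limit read from the data; inconclusive means inhibition above a set limit but visual check negative; inactive means inhibition not above a set limit, visual check negative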;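 further: nuclear over cytoplasmic p65 intensity ratio measured by imaging; 0% = IL-1B stimulated DMSO wells and 100% = unstimulated DMSO wells; values of inactives mirror those of a sister screen read the other way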
IL1B NFkB pot: enhances IL-1B driven NFkB nuclear translocation; HUVEC IL-1B NFkB p65 nuclear translocation imaging; activation, % at 2 µM; 0.3% of 94,000 active; AID 819;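 active means activation above 40%, about the mean plus 3 SD, also judged a hit on visual image review; inconclusive means activation above 40% but not a hit on visual review; inactive means activation not above 40% and no visual hit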;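 further: percent activation is computed from the nuclear over cytoplasmic p65 intensity ratio; values of inactives mirror those of a sister screen read the other way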
PLAP inhibition: inhibition of human placental alkaline phosphatase – biochemical, luminescence, HTS (AID 690); purified PLAP, luminescent substrate; higher % means a stronger effect; one-dose inhibition, % at 20 µM; IC50 in µM for titrated hits; 0.08% of 96,000 active; in the data active means a potency from the dose series; inactive means the rest, 99 in 100 with inhibition below about 30%; further: strong numbers were not always called active
MRP reversal: MRP-mediated drug resistance reversal. differential viability (reversal), % at 10 µM. 0.04% of 85,000 active. H69AR cells + 2 uM doxorubicin, CellTiter-Glo, 72 h;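 active means viability drop by adding the cancer drug above about 55%, with treated viability meeting a 40% cutoff, limit read from the data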;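 further: viability without doxorubicin minus viability with 2 µM doxorubicin for each compound; larger differential means the compound sensitizes cells more to doxorubicin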
MRP reversal cytotoxicity: further read-out of MRP reversal, marked with its call; viability, %; H69AR cells, CellTiter-Glo, 72 h; measured here: cytotoxicity without doxorubicin
MRP reversal with doxorubicin: further read-out of MRP reversal, marked with its call; viability, %; measured here: viability with 2 uM doxorubicin; hits give low values
IL1B NFkB inh cell count 2 µM: also measured in IL1B NFkB inh; calls as there; cell count; measured here: cells passing quality filter;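 raw number of nuclei counted in each imaged well without normalization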
IL1B NFkB pot cell count 2 µM: also measured in IL1B NFkB pot; calls as there; cell count; measured here: cells passing quality filter
* hit, by the source's call; ? = inconclusive; nt = not tested or not shown. Some of the compounds tested; the hit share may differ from the screen's.

SMILES,Bcl-B displacement,IL1B NFkB pot,PLAP inhibition,IL1B NFkB inh cell count 2 µM,MRP reversal with doxorubicin,MRP reversal,MRP reversal cytotoxicity,IL1B NFkB pot cell count 2 µM,IL1B NFkB inh
O=C(Nc1ccc2sc3ccccc3c(=O)c2c1)c1ccccc1Cl,-1.2%,10.4,-1.7%,229,nt,nt,nt,229,-10.4
COC(=O)c1ccc(CSc2ncn[nH]2)o1,6.2%,-1.6,2.3%,137,97.2,2.7,99.9,137,1.6
O=C1NC(Cc2c[nH]c3ccccc23)C(=O)N1c1ccc(F)cc1 (configuration not stated),3.4%,-1.4,16.5%,161,81.6,18.9,100.6,161,1.4
COc1nc(C)nc2c1sc(=S)n2C,4.4%,32.4,-7.3%,85,nt,nt,nt,85,-32.4
O=C(NCc1ccccc1)c1ccc(-c2ccccc2F)o1,-3.0%,17.3,10.5%,157,76.2,9.6,85.7,157,-17.3
COc1cccc(C(=O)OCC(=O)Nc2ccccc2N2CCOCC2)c1,-0.3%,-17.7,2.8%,120,89.1,2.9,91.9,120,17.7
Cc1cc2c3c(c1)C(C)(c1ccccc1)CC(C)(C)N3C(=O)C21C(C#N)=C(N)OC2=C1C(=O)CC(C)(C)C2 (configuration not stated),-20.8%,21.4,-95.3%,176,46.6,-27.8,18.8,176,-21.4
COC(=O)c1cncc(O)c1,21.3%,4.0,13.1%,180,96.3,-12.2,84.1,180,-4.0
N#CCSc1nnc(-c2ccccc2)c(-c2ccccc2)n1,2.4%,11.6,5.1%,121,nt,nt,nt,121,-11.6
O=C(OCC#CCSc1nc2ccccc2s1)c1ccco1,-8.5%,9.7,-6.4%,126,71.8,-1.4,70.4,126,-9.7
Cn1c(=O)c2c(nc(NCc3ccccc3)n2CC(=O)NCc2ccccc2)n(C)c1=O,-0.9%,0.1,7.8%,91,nt,nt,nt,91,-0.1
CC(C)CC(=O)Nc1nnc(-c2ccco2)s1,-2.7%,10.8,11.2%,159,77.9,11.4,89.3,159,-10.8
CC(Nc1n[nH]c(=S)[nH]c1=O)C(=O)OCc1ccccc1 (configuration not stated),28.5%,nt,-9.9%,nt,87.8,2.7,90.5,nt,nt
Cc1occc1C(=O)n1nnc2ccccc21,-8.8%,-8.5,-15.2%,110,46.6,6.2,52.7,110,8.5
COC(=O)C1=C(C)NC(=O)NC1c1ccsc1 (configuration not stated),-3.3%,?,-11.9%,75,107.0,-9.9,97.1,nt,-86.2
CC(C)Oc1ccc(/C(O)=C2/C(=O)C(=O)N(CCN3CCOCC3)C2c2ccccc2)cc1 (configuration not stated),-5.6%,29.6,-81.0%,97,99.8,-5.3,94.5,97,-29.6
CCn1nc(NC(=O)c2cccnc2)c2cc3cccc(C)c3nc21,-8.8%,0.0,-1.2%,122,95.7,-3.8,91.9,122,0.0
O=S(=O)(c1ccc(Cl)cc1)c1snnc1-c1ccccc1,-8.0%,-9.1,44.4%,133,1.3,0.7,1.9,133,9.1
Cc1ccc(-c2nc(CS(=O)CC(=O)NCc3ccc(Cl)cc3)c(C)o2)cc1 (configuration not stated),3.0%,nt,-33.2%,nt,87.5,8.9,96.4,nt,nt
O=C(c1cccnc1)N1CCN(C(=O)c2cccs2)CC1,-2.3%,5.1,5.1%,82,101.6,-3.9,97.6,82,-5.1
Cc1cnc(C(=O)OCC(=O)N(C(C)C)C(C)C)cn1,-5.3%,-2.1,-10.7%,142,99.6,-0.8,98.7,142,2.1
COc1cccc(OCc2nc3ncc(Br)cc3[nH]2)c1,7.0%,-8.2,4.6%,141,48.0,-23.1,24.9,141,8.2
Cn1c(SCC(=O)c2cc3ccccc3o2)nnc1-c1ccccc1,-2.0%,2.2,-32.4%,79,80.2,11.2,91.4,79,-2.2
O=C1C2CCCN2C(c2ccccc2F)N1c1ccc(F)cc1 (configuration not stated),-2.0%,24.8,-60.4%,122,82.2,17.3,99.5,122,-24.8
Cc1cccc(C(=O)NC2CCN(C(=O)N3CCOCC3)CC2)c1,2.0%,-10.2,-1.1%,184,86.5,-7.7,78.8,184,10.2

2 of the compounds above, field by field.
O=S(=O)(c1ccc(Cl)cc1)c1snnc1-c1ccccc1
  Bcl-B displacement: -8.0%
  IL1B NFkB pot: -9.1
  PLAP inhibition: 44.4%
  IL1B NFkB inh cell count 2 µM: 133
  MRP reversal with doxorubicin: 1.3
  MRP reversal: 0.7
  MRP reversal cytotoxicity: 1.9
  IL1B NFkB pot cell count 2 µM: 133
  IL1B NFkB inh: 9.1
Cc1ccc(-c2nc(CS(=O)CC(=O)NCc3ccc(Cl)cc3)c(C)o2)cc1 (configuration not stated)
  Bcl-B displacement: 3.0%
  IL1B NFkB pot: nt
  PLAP inhibition: -33.2%
  IL1B NFkB inh cell count 2 µM: nt
  MRP reversal with doxorubicin: 87.5
  MRP reversal: 8.9
  MRP reversal cytotoxicity: 96.4
  IL1B NFkB pot cell count 2 µM: nt
  IL1B NFkB inh: nt

(list continues)
SMILES,Bcl-B displacement,IL1B NFkB pot,PLAP inhibition,IL1B NFkB inh cell count 2 µM,MRP reversal with doxorubicin,MRP reversal,MRP reversal cytotoxicity,IL1B NFkB pot cell count 2 µM,IL1B NFkB inh
CCOC(=O)c1ccccc1NC(=O)c1cc2sccc2n1C,-1.7%,0.9,0.8%,175,75.4,14.3,89.7,175,-0.9
O=C(O)CN1CCNCC1,-7.3%,-5.3,16.2%,110,97.6,5.1,102.7,110,5.3
COC(=O)c1ccc(Oc2nc(N3CCCCC3)nc(N3CCOCC3)n2)cc1,-4.7%,-4.7,-4.0%,120,78.9,-12.5,66.4,120,4.7
CC(=O)c1cccc(NC(=O)CSc2nnc(-c3cccnc3)o2)c1,nt,0.4,nt,100,97.9,-2.8,95.1,100,-0.4
COC(=O)c1c(N)n(-c2cc(OC)cc(OC)c2)c2nc3ccccc3nc12,nt,18.2,nt,183,85.4,-18.4,67.0,183,-18.3
Cn1nnc(NC(=O)c2ccc3ccccc3c2)n1,nt,19.8,nt,132,86.2,6.5,92.7,132,-19.8
CC(C)(C)NC(=O)C1CCN(C(=O)c2ccc(-c3ccccc3)cc2)CC1,-5.6%,23.6,-73.7%,80,88.2,7.6,95.8,80,-23.6
CCN(CC)c1ccc(CN2CCCCCC2)cc1,-4.7%,-3.8,-12.8%,123,nt,nt,nt,123,3.8
O=C(Nc1ccc2c(c1)OCO2)c1cnn2cccnc12,-5.6%,-7.1,11.8%,75,74.5,4.3,78.8,75,7.1
COc1nc(OCC#N)nc(N(C)C)n1,-5.4%,-6.8,-1.9%,158,95.8,-7.3,88.5,158,6.8
Cc1cc(SCC(=O)c2cccs2)nc2c(C)cccc12,-5.8%,11.1,8.9%,154,nt,nt,nt,154,-11.1
COc1ccc(S(=O)(=O)Nc2cccc(SC)c2)cc1OC,nt,6.5,nt,188,nt,nt,nt,188,-6.5
FCCCOc1ccc(-c2nccc(-c3ccc(F)cc3)n2)cc1,49.8%,2.3,-37.5%,94,nt,nt,nt,94,-2.3
O=C(Nc1ccc2c(c1)OCCO2)C1CCN(S(=O)(=O)Cc2ccccc2)CC1,-7.7%,-5.2,16.4%,85,75.2,18.9,94.1,85,5.2
CN1C(=O)NC(NC(=O)c2cccs2)(C(F)(F)F)C1=O (configuration not stated),-1.5%,-5.3,-30.4%,105,111.9,-3.5,108.4,105,5.3
O=C1c2ccccc2C(=O)N1CCCOCc1c[nH]c(=O)[nH]c1=O,0.7%,nt,1.6%,nt,93.3,5.4,98.7,nt,nt
CCOC(=O)C1CCN(C(=O)c2cn(C)c(=O)c3cc(OC)c(OC)cc23)CC1,nt,7.8,nt,174,nt,nt,nt,174,-7.8
CC1Cc2ccccc2N1Cc1nc2cc(C(F)(F)F)ccc2c(=O)[nH]1 (configuration not stated),-5.1%,14.2,-2.5%,164,84.5,-47.6,36.8,164,-14.2
CCCn1c(=O)c2c(C(=O)OCC)cc(-c3ccco3)nc2n(CCC)c1=O,-126.0%,-2.0,-71.5%,147,nt,nt,nt,147,2.0
CCOC(=O)c1cnn(Cc2ccccc2)c1N,nt,-6.8,nt,87,82.8,9.6,92.4,87,6.8
CCn1ncc(Br)c1C(=O)Nc1nccs1,3.9%,25.5,2.1%,93,84.1,4.3,88.4,93,-25.5
Cc1nc2c(Br)c3nc(C(F)(F)F)[nH]c3c(Br)c2[nH]1,-7.8%,25.0,0.7%,171,91.0,-6.6,84.4,171,-25.0
Cc1ccc(NC2=Nc3ccccc3CS2)cc1,-10.3%,-2.3,2.2%,127,74.1,13.2,87.3,127,2.3
CCOC(=O)c1c(NC(=O)Cn2nc([N+](=O)[O-])c(Br)c2C)sc2c1CCC(C)C2 (configuration not stated),-6.1%,-7.7,-6.0%,73,nt,nt,nt,73,7.7
OCCN1CCN(c2nc(N3CCCCC3)nc(N3CCCCC3)n2)CC1,-8.7%,-12.7,-47.9%,140,nt,nt,nt,140,12.7
COCCn1c(SC(C)C(=O)Nc2ccc3c(c2)OCCO3)nc2ccccc2c1=O (configuration not stated),-0.8%,-3.7,0.2%,109,72.2,-5.1,67.1,109,3.7
O=C1C(c2ccc(F)cc2)N(CC2COc3ccccc3O2)C(=O)CN1C1CCCCC1 (configuration not stated),-4.5%,7.4,-5.1%,149,54.5,23.6,78.1,149,-7.4
CN(C(=O)CSc1nc2ccccc2n1CCc1ccccc1)C1CCS(=O)(=O)C1 (configuration not stated),-7.2%,33.7,-130.2%,115,79.2,-1.1,78.1,115,-33.7
CCOC(=O)N1CCC(N2C(=O)c3ccccc3C2Nc2ccccc2C)CC1 (configuration not stated),0.7%,10.9,-45.2%,52,60.9,12.6,73.5,52,-10.9
COc1ccc(N(CC(=O)NCc2cccnc2)S(=O)(=O)c2c(C)nn(C)c2C)cc1,3.8%,-4.1,-6.6%,60,90.1,7.6,97.7,60,4.1
Cc1ccccc1N(CC(=O)NCc1ccc2c(c1)OCO2)C(=O)CCC(=O)Nc1ccccn1,-8.5%,-0.9,-40.4%,138,77.5,-10.6,66.8,138,0.9
Cn1c(=O)n(Cc2ccccc2F)c(=O)c2c1nc1n2CCCN1CCc1ccccc1,-1.2%,5.3,21.1%,103,nt,nt,nt,103,-5.3
Nc1cc(=O)[nH]c(SCC(=O)Nc2cc(Cl)cc(Cl)c2)n1,5.8%,9.5,7.9%,209,104.8,-2.0,102.8,209,-9.5
COCCn1c(C)cc(C(=O)COC(=O)C23CC4CC(CC(O)(C4)C2)C3)c1C,0.9%,5.5,-20.6%,110,83.1,11.3,94.4,110,-5.5
COc1cc2[nH]c(=O)n(CCCCCC(=O)NCCc3c[nH]c4ccccc34)c(=O)c2cc1OC,-0.8%,-0.2,-73.8%,191,74.2,-4.4,69.8,191,0.3
CCN(CC(=O)NCc1ccc(F)cc1)C(=O)C1CCN(C(=O)Nc2ccccc2)CC1,-9.0%,nt,-22.8%,nt,59.8,29.8,89.6,nt,nt
O=C(Nc1ccc(F)cc1)Nc1nnc(-c2ccncc2)s1,-9.3%,-0.8,1.6%,155,nt,nt,nt,155,0.8
CCn1nc(-c2ccccc2)c2nc3ccccc3nc21,-116.4%,-8.3,-38.2%,152,100.9,-5.3,95.5,152,8.3
CC1CCCC/C1=N\NS(=O)(=O)c1ccc(Br)cc1 (configuration not stated),5.5%,9.9,-22.3%,67,89.3,7.8,97.1,67,-9.9
N#CC(c1ccc(Cl)cc1)(c1ncc(C(F)(F)F)cc1Cl)N1CCOCC1 (configuration not stated),2.6%,10.5,-26.7%,138,nt,nt,nt,138,-10.5
COC(=O)C1=CN(C)C=C(C(=O)OC)C1c1ccsc1,-4.1%,21.9,-42.6%,196,85.5,6.7,92.2,196,-21.9
Cc1ccc(C(=O)NC(=S)Nc2ccccc2C(F)(F)F)cc1,-14.3%,3.3,-2.1%,123,nt,nt,nt,135,0.1
ClC(Br)=C(n1cnc2ccccc21)n1cnc2ccccc21,9.5%,-2.4,-11.3%,113,78.2,8.7,86.9,113,2.4
O=C(CSc1nnc(NC(=O)C2CCC2)s1)NC1CC1,-5.3%,9.1,13.4%,168,108.8,-14.9,93.9,168,-9.1
